Screening results deposited in PubChem BioAssay by several laboratories.
LMP1 NFkB inh: reduces LMP1-driven NF-kappaB luciferase signal | actives 0.69% (n = 350,000) | inhibition, % at 12.5 µM | LMP1-induced NF-kappaB luciferase reporter cells, luminescence; in the data active = inhibition above about 41%;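 note: 0% = neutral control wells and 100% = reference inhibitor control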
TWEAK-Fn14 inh: inhibitors of TWEAK-Fn14 interaction signaling | TWEAK-stimulated Fn14 reporter cells, luciferase luminescence, 8 h | inhibition, % at 10 µM | actives 2% (n = 360,000) | AID 1159606; in the data active = inhibition above about 50%
Shn3 3UTR inh: inhibitors of Schnurri-3 3'UTR reporter in osteoblasts. Clone20 osteoblast Shn3 3'UTR firefly luciferase, 24 h. inhibition, % at 12.5 µM. actives 0.52% (n = 360,000). AID 588674;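 active = mean inhibition of at least 75% with every replicate also reaching 75%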;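 note: 0% = median of neutral control wells and 100% = pilot-screen positive control compound; some compounds past the cut are filed as inactive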
NCOA3 inh: inhibits human SRC3 coactivator. inhibition, % at 3.6 µM. Q9Y6Q9. actives 0.17% (n = 360,000). AID 588352. HEK293 GAL4-SRC3 luciferase reporter, luminescence;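 active = inhibition above a per-campaign cutoff, the mean of all compounds plus 3 SD, cut at about 60% in these data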;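 note: 0% = DMSO-treated cells and 100% = gossypol-treated cells at 36 µM; higher means less SRC3-driven luciferase light from the GAL4 reporter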
NCOA1 inh: inhibitors of human steroid receptor coactivator 1 (SRC1). HEK293 GAL4-SRC1 luciferase reporter, luminescence. inhibition, % at 3.6 µM. actives 0.12% (n = 360,000);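 active = inhibition above the campaign mean plus 3 SD, with each screening campaign given its own cutoff, cut at about 60% in these data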;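 note: 0% = DMSO treated cells and 100% = gossypol at 36 µM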
Target sequence (Q15788 whole entry, looked up, the tested form may be a part): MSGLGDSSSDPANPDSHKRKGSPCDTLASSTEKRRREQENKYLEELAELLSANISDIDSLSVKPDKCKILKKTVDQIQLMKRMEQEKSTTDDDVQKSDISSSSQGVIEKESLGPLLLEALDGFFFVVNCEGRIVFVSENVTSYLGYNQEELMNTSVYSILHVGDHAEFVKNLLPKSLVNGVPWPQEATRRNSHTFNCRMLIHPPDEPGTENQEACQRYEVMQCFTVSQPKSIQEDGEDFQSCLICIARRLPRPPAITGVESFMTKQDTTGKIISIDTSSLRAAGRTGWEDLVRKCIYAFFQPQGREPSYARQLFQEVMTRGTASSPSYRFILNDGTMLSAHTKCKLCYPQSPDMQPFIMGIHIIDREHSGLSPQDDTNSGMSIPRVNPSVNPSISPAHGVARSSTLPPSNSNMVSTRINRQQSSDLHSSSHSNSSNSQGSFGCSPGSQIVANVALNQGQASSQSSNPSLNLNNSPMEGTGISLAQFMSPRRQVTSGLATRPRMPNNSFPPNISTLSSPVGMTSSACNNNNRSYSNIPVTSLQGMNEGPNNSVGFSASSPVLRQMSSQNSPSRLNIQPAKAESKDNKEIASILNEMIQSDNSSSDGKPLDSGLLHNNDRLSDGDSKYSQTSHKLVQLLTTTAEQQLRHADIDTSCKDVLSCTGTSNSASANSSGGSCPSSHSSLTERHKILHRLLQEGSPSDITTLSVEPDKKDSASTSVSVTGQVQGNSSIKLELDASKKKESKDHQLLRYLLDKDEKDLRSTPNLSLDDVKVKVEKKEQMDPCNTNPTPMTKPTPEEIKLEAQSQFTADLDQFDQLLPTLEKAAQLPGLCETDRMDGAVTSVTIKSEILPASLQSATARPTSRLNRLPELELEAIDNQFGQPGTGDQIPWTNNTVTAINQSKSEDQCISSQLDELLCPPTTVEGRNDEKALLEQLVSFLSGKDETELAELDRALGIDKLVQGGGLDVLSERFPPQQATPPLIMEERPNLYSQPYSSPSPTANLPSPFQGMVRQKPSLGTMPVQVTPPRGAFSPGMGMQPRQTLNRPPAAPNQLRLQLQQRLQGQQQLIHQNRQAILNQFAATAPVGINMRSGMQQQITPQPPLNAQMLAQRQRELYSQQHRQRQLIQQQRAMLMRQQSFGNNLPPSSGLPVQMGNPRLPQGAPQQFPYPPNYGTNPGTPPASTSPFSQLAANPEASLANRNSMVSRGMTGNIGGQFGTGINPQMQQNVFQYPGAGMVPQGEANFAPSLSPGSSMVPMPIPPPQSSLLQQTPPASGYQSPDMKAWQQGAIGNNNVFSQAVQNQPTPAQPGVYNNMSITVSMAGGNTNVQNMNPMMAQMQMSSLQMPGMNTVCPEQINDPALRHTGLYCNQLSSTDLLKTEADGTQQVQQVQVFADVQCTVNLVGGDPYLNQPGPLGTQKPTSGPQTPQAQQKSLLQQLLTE
TROY signal inh: blocks TROY-dependent signaling in reporter cells. Q293 LMP1-TROYcd NF-kB luciferase reporter, 4 h. inhibition, % at 10 µM. actives 0.98% (n = 360,000);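 active = compounds whose plate-normalised and pattern-corrected inhibition of the luciferase reporter signal at the single screening dose is 50% or more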
NR2F2 inh: inhibitors of human COUP-TFII (NR2F2). HEK293T NGFI-A luciferase reporter, luminescence. actives 0.7% (n = 370,000). inhibition, % at 8.6 µM. P24468;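 active = inhibition above a per-plate cutoff, mean inhibition of test wells between control levels plus 3 SD, cut at about 38% in these data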;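 note: cells cotransfected with COUP-TFII expression vector driving the NGFI-A reporter; 0% = median of COUP-TF2 test wells and 100% = reporter-only cells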
CF NFkB inh: blocks PAF-induced NF-kB reporter in cystic fibrosis cells; actives 0.86% (n = 360,000); inhibition, % at 5 µM; KKLEB NF-kB-GFP reporter, GFP fluorescence overnight;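 active = at least 50% inhibition at 5 µM, scaled per plate between neutral and stimulator controls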;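 note: PAF is a Pseudomonas aeruginosa culture filtrate used as stimulus; plate controls were PAF-stimulated DMSO wells for no effect and unstimulated DMSO wells for full effect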
LRH-1 inv ag: NR5A2 inverse agonism in reporter assay; O00482; HEK293T StAR-luciferase reporter, LRH-1 transfected, 24 h; inhibition, % at 3.6 µM; actives 0.13% (n = 360,000);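 active = inhibition above the mean inhibition of all tested compounds plus 3 SD, cut at about 73% in these data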;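 note: 0% = DMSO wells and 100% = reporter-only cells lacking LRH-1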
TRAIL sens C8: sensitizes caspase-8 expressing cells to TRAIL; NB7+C8 cells + TRAIL, ATPlite viability luminescence; inhibition (viability loss, TRAIL sensitization), % at 10 µM; actives 1% (n = 360,000); AID 624354;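 active = compounds causing at least 50% loss of cell viability in the single-dose screen, relative to plate controls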
KKLEB cytotox: CF airway cell cytotoxicity counter-screen; activity change (cytotoxicity), % at 5 µM; actives 0.36% (n = 360,000); KKLEB CF airway cells viability, ATPlite luminescence, overnight; hits give low values; cells stimulated with P. aeruginosa culture filtrate;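 active = corrected activity change at or below -50% at 5 µM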
Active calls of the source: *. Not all compounds are listed; rates above refer to the full screens.

What do the screens show for `COc1cc(C(=O)NCc2ccncc2)cc(OC)c1OC`?
LMP1 NFkB inh: 7; TWEAK-Fn14 inh: 2; Shn3 3UTR inh: -4; NCOA3 inh: 17; NCOA1 inh: 3; TROY signal inh: -3; NR2F2 inh: -2; CF NFkB inh: -16; LRH-1 inv ag: 19; TRAIL sens C8: -1; KKLEB cytotox: 9

What do the screens show for `O=C(O)c1ccc(CN(c2ccccc2)S(=O)(=O)c2ccccc2)cc1`?
LMP1 NFkB inh: 3; TWEAK-Fn14 inh: -8; Shn3 3UTR inh: 1; NCOA3 inh: -2; NCOA1 inh: 1; TROY signal inh: 7; NR2F2 inh: -5; CF NFkB inh: -39; LRH-1 inv ag: 21; TRAIL sens C8: -4; KKLEB cytotox: 1

What do the screens show for `CCc1nc2ccc(C(=O)N(C)CC(=O)Nc3cccc(F)c3)cc2nc1CC`?
LMP1 NFkB inh: 0; TWEAK-Fn14 inh: -7; Shn3 3UTR inh: 13; NCOA3 inh: 22; NCOA1 inh: 2; TROY signal inh: 13; NR2F2 inh: 14; CF NFkB inh: 22; LRH-1 inv ag: 4; TRAIL sens C8: 8; KKLEB cytotox: -9

What do the screens show for `CC(=O)NCc1ccc(C(=O)CSc2nnc(C3CC3)n2C2CC2)cc1`?
LMP1 NFkB inh: 3; TWEAK-Fn14 inh: 9; Shn3 3UTR inh: -8; NCOA3 inh: 1; NCOA1 inh: 3; TROY signal inh: 7; NR2F2 inh: -1; CF NFkB inh: 11; LRH-1 inv ag: 25; TRAIL sens C8: 2; KKLEB cytotox: -3

How did CNC(=O)NCCN1CCCC1=O do in these assays?
LMP1 NFkB inh: -1; TWEAK-Fn14 inh: -16; Shn3 3UTR inh: 11; NCOA3 inh: 6; NCOA1 inh: 2; TROY signal inh: 13; NR2F2 inh: -12; CF NFkB inh: -1; LRH-1 inv ag: -2; TRAIL sens C8: 2; KKLEB cytotox: 2

How did O=C1C(c2ccncc2)N(CCC2=CCCCC2)C(=O)CN1C1CCCCC1 (stereo not drawn) do in these assays?
LMP1 NFkB inh: -2; TWEAK-Fn14 inh: -9; Shn3 3UTR inh: 21; NCOA3 inh: -2; NCOA1 inh: 6; TROY signal inh: 0; NR2F2 inh: 26; CF NFkB inh: 7; LRH-1 inv ag: -23; TRAIL sens C8: 12; KKLEB cytotox: -21

How did CCCOc1ccc(CNC(=O)Cn2c(=O)oc3ccccc32)cc1 do in these assays?
LMP1 NFkB inh: -4; TWEAK-Fn14 inh: -12; Shn3 3UTR inh: -2; NCOA3 inh: 4; NCOA1 inh: 11; TROY signal inh: -5; NR2F2 inh: -6; CF NFkB inh: 11; LRH-1 inv ag: 13; TRAIL sens C8: -5; KKLEB cytotox: -11

How did COc1cccc(C2CC(c3ccc(Br)cc3)=NN2C(=O)c2ccncc2)c1OC (stereo not drawn) do in these assays?
LMP1 NFkB inh: -11; TWEAK-Fn14 inh: 5; Shn3 3UTR inh: 9; NCOA3 inh: 5; NCOA1 inh: 0; TROY signal inh: 20; NR2F2 inh: 23; CF NFkB inh: 13; LRH-1 inv ag: -14; TRAIL sens C8: -19; KKLEB cytotox: -11

Results for CC1=CC2=NC(=O)/C(=C/c3coc4ccccc4c3=O)C(=N)N2O1 ?
LMP1 NFkB inh: 1; TWEAK-Fn14 inh: 2; Shn3 3UTR inh: -72; NCOA3 inh: -6; NCOA1 inh: 6; TROY signal inh: 6; NR2F2 inh: 3; CF NFkB inh: -14; LRH-1 inv ag: -7; TRAIL sens C8: -15; KKLEB cytotox: -2

What do the screens show for `O=C(Nc1ccc2nc(-c3ccccc3)oc2c1)c1ccco1`?
LMP1 NFkB inh: -31; TWEAK-Fn14 inh: -12; Shn3 3UTR inh: -45; NCOA3 inh: -29; NCOA1 inh: -48; TROY signal inh: -31; NR2F2 inh: -13; CF NFkB inh: 16; LRH-1 inv ag: -30; TRAIL sens C8: 9; KKLEB cytotox: 6

Results for Cc1cccc(NC(=O)c2cn(-c3ccccc3)nc2-c2ccccc2)c1 ?
LMP1 NFkB inh: -4; TWEAK-Fn14 inh: 0; Shn3 3UTR inh: -2; NCOA3 inh: 10; NCOA1 inh: -18; TROY signal inh: -34; NR2F2 inh: -9; CF NFkB inh: -3; LRH-1 inv ag: 22; TRAIL sens C8: 1; KKLEB cytotox: 7

How did C=CCN(c1ccc(F)cc1)S(=O)(=O)c1cc(C(=O)OCC(=O)N(C)C2CCS(=O)(=O)C2)ccc1Cl (stereo not drawn) do in these assays?
LMP1 NFkB inh: -1; TWEAK-Fn14 inh: -14; Shn3 3UTR inh: 9; NCOA3 inh: 16; NCOA1 inh: -31; TROY signal inh: 9; NR2F2 inh: 0; CF NFkB inh: -7; LRH-1 inv ag: -12; TRAIL sens C8: -2; KKLEB cytotox: 10

How did CCOc1ccc(-c2nc(CN3CCCC(C(=O)N4CCOCC4)C3)c(C)o2)cc1 (stereo not drawn) do in these assays?
LMP1 NFkB inh: -8; TWEAK-Fn14 inh: 17; Shn3 3UTR inh: -46; NCOA3 inh: 5; NCOA1 inh: -23; TROY signal inh: -14; NR2F2 inh: -10; CF NFkB inh: 2; LRH-1 inv ag: -19; TRAIL sens C8: -11; KKLEB cytotox: -8

Results for CCCCN(C)c1c(C)nc2ccc(C(=O)NC3CCN(C)CC3)cn12 ?
TWEAK-Fn14 inh: -24; Shn3 3UTR inh: -8; NCOA3 inh: 3; NCOA1 inh: 4; TROY signal inh: 6; NR2F2 inh: -9; CF NFkB inh: -17; LRH-1 inv ag: -8; TRAIL sens C8: 7; KKLEB cytotox: -5

Results for CCCOc1ccc(N2C(=O)CC(SCc3nc4ccccc4[nH]3)C2=O)cc1 (stereo not drawn) ?
LMP1 NFkB inh: 5; TWEAK-Fn14 inh: 17; Shn3 3UTR inh: 15; NCOA3 inh: 9; NCOA1 inh: -23; TROY signal inh: 7; NR2F2 inh: -1; CF NFkB inh: -2; LRH-1 inv ag: -1; TRAIL sens C8: -3; KKLEB cytotox: 4

How did CC(=O)n1cc(Nc2ccc([N+](=O)[O-])cc2)c2ccccc21 do in these assays?
LMP1 NFkB inh: -2; TWEAK-Fn14 inh: 18; Shn3 3UTR inh: -16; NCOA3 inh: -2; NCOA1 inh: -12; TROY signal inh: -4; NR2F2 inh: -15; CF NFkB inh: -11; LRH-1 inv ag: -8; TRAIL sens C8: 2; KKLEB cytotox: 2

How did CCCOc1ccc(/C=C2/C(=O)ON=C2C)cc1OCC do in these assays?
LMP1 NFkB inh: 3; TWEAK-Fn14 inh: 4; Shn3 3UTR inh: 13; NCOA3 inh: 18; NCOA1 inh: -20; TROY signal inh: -18; NR2F2 inh: -5; CF NFkB inh: 2; LRH-1 inv ag: 3; TRAIL sens C8: 5; KKLEB cytotox: -8

Results for COc1ccc(CNC(=O)Cn2cnc3c(=O)n(C)c(=O)n(C)c32)cc1 ?
LMP1 NFkB inh: -1; TWEAK-Fn14 inh: 3; Shn3 3UTR inh: 1; NCOA3 inh: -3; NCOA1 inh: 4; TROY signal inh: 7; NR2F2 inh: 14; CF NFkB inh: -5; LRH-1 inv ag: 22; TRAIL sens C8: -16; KKLEB cytotox: 3

What do the screens show for `Cc1ccc(NC(=O)c2cccs2)cc1`?
LMP1 NFkB inh: -16; TWEAK-Fn14 inh: -12; Shn3 3UTR inh: -56; NCOA3 inh: -42; NCOA1 inh: -107; TROY signal inh: -61; NR2F2 inh: -25; CF NFkB inh: -11; LRH-1 inv ag: -89; TRAIL sens C8: 12; KKLEB cytotox: -2

Results for COn1c(-n2nc(C)cc2C)nc2ccccc2c1=O ?
LMP1 NFkB inh: -2; TWEAK-Fn14 inh: 16; Shn3 3UTR inh: 6; NCOA3 inh: -14; NCOA1 inh: -14; TROY signal inh: 4; NR2F2 inh: -9; CF NFkB inh: -1; LRH-1 inv ag: 0; TRAIL sens C8: -1; KKLEB cytotox: 8

Results for Cc1nc(-c2cccc(NC(=O)c3ccc(Br)o3)c2)cs1 ?
LMP1 NFkB inh: -9; TWEAK-Fn14 inh: -8; Shn3 3UTR inh: -9; NCOA3 inh: -8; NCOA1 inh: 1; TROY signal inh: -45; NR2F2 inh: 4; CF NFkB inh: -40; LRH-1 inv ag: -26; TRAIL sens C8: 5; KKLEB cytotox: 18

How did COc1cc(C2C3=C(Nc4ncnn42)c2ccccc2CC3)cc(OC)c1OC (stereo not drawn) do in these assays?
LMP1 NFkB inh: -1; TWEAK-Fn14 inh: -27; Shn3 3UTR inh: 11; NCOA3 inh: 3; NCOA1 inh: 0; TROY signal inh: 26; NR2F2 inh: -74; CF NFkB inh: 50; LRH-1 inv ag: 28; TRAIL sens C8: -27; KKLEB cytotox: -52*

Results for COc1cc(C2/C(=C(\O)c3ccc4c(c3)CC(C)O4)C(=O)C(=O)N2CCCn2ccnc2)cc(OC)c1OC (stereo not drawn) ?
LMP1 NFkB inh: 8; TWEAK-Fn14 inh: 20; Shn3 3UTR inh: 4; NCOA3 inh: 16; NCOA1 inh: -2; TROY signal inh: -2; NR2F2 inh: -4; CF NFkB inh: -2; LRH-1 inv ag: 19; TRAIL sens C8: -23; KKLEB cytotox: 6

How did COC(=O)[C@H](Cc1ccccc1)NC(=O)NCc1ccccc1OC do in these assays?
LMP1 NFkB inh: -9; TWEAK-Fn14 inh: 7; Shn3 3UTR inh: 9; NCOA3 inh: 4; NCOA1 inh: -26; TROY signal inh: 21; NR2F2 inh: 5; CF NFkB inh: 5; LRH-1 inv ag: 15; TRAIL sens C8: -36; KKLEB cytotox: 18

Results for CCOC(=O)N1CCN(C(=O)CCc2ccc(S(=O)(=O)NC(C)(C)C)cc2)CC1 ?
LMP1 NFkB inh: 6; TWEAK-Fn14 inh: -14; Shn3 3UTR inh: -4; NCOA3 inh: 10; NCOA1 inh: 4; TROY signal inh: 15; NR2F2 inh: -1; CF NFkB inh: 9; LRH-1 inv ag: -4; TRAIL sens C8: 13; KKLEB cytotox: 10

A run of entries from further up:
Results for Cc1nc(-c2cccc(NC(=O)c3ccc(Br)o3)c2)cs1 ?
LMP1 NFkB inh: -9; TWEAK-Fn14 inh: -8; Shn3 3UTR inh: -9; NCOA3 inh: -8; NCOA1 inh: 1; TROY signal inh: -45; NR2F2 inh: 4; CF NFkB inh: -40; LRH-1 inv ag: -26; TRAIL sens C8: 5; KKLEB cytotox: 18

How did COc1cc(C2C3=C(Nc4ncnn42)c2ccccc2CC3)cc(OC)c1OC (stereo not drawn) do in these assays?
LMP1 NFkB inh: -1; TWEAK-Fn14 inh: -27; Shn3 3UTR inh: 11; NCOA3 inh: 3; NCOA1 inh: 0; TROY signal inh: 26; NR2F2 inh: -74; CF NFkB inh: 50; LRH-1 inv ag: 28; TRAIL sens C8: -27; KKLEB cytotox: -52*

Results for COc1cc(C2/C(=C(\O)c3ccc4c(c3)CC(C)O4)C(=O)C(=O)N2CCCn2ccnc2)cc(OC)c1OC (stereo not drawn) ?
LMP1 NFkB inh: 8; TWEAK-Fn14 inh: 20; Shn3 3UTR inh: 4; NCOA3 inh: 16; NCOA1 inh: -2; TROY signal inh: -2; NR2F2 inh: -4; CF NFkB inh: -2; LRH-1 inv ag: 19; TRAIL sens C8: -23; KKLEB cytotox: 6
